E coli WT inh – blocks growth of wild type E. coli BW25113; E. coli BW25113 growth inhibition, OD600; 0.05% of 20,000 active; inhibition, % at 10 µM; in the data active = inhibition above about 40%;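 note: bacteria exposed to compound for 20 hours at 37 °C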
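assay system = bacterial strain in a whole-cell growth screen | quantity = inoculum from a 1:1000 dilution of a 1.5 h subculture | buffer or medium = LB broth with 50 µg/mL kanamycin | compound dosing = one dose, 10 µM final | schedule = compound exposure of 20 h at 37 °C | technique = absorbance at 615 nm as a measure of bacterial growth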
Numbers without * were called inactive. Only part of the results is shown; rates above refer to the full screens.

SMILES | E coli WT inh
CC(=O)C(Sc1nc(N2CCOCC2)nc(N2CCOCC2)n1)C(=O)Nc1ccccc1 (stereo not given) | 4.2
Cc1nc(N)sc1-c1csc(Nc2ccccc2)n1 | -16.5
O=C1CCCc2c1cc(C(=O)NCc1ccco1)c(=O)n2-c1ccc(Cl)cc1 | 5.2
Cc1csc(NC(=O)CSc2nnc(-c3ccc(S(=O)(=O)N4CCCC4)cc3)o2)n1 | -33.8
CCCCn1c(SCc2cccnc2)nc2c1c(=O)n(C)c(=O)n2C | 15.0
COc1ccc(-c2ccc(-c3noc(-c4ccccc4OC)n3)c(OC)n2)cc1 | -3.8
Cn1c(=O)oc2cc(S(=O)(=O)NCCC(=O)N3CCc4ccccc4C3)ccc21 | -2.5
NC(=O)c1c(NC(=O)CN2CCCC2)sc2c1CCCC2 | 8.1
CCOC(=O)/C(C(N)=NCCO)=C(/O)c1ccccc1 | -18.4
CS(=O)(=O)N(CC(=O)NC1CCCCCC1)Cc1ccccc1 | -18.6
CC(C)Cn1c(N)c(C(=O)COC(=O)c2cc(-c3ccco3)nc3ccccc23)c(=O)n(C)c1=O | 5.2
Cc1ccc2cc(CN(CC3CCCO3)S(=O)(=O)c3ccc4c(c3)OCCO4)c(=O)[nH]c2c1C (stereo not given) | -2.8
CCOC(=O)c1ccc(NC2OC(=O)c3ccccc32)cc1 (stereo not given) | 12.0
O=C(C1CCCO1)N1CCN(Cc2nc3ccccc3c(=O)[nH]2)CC1 (stereo not given) | 1.1
O=C(NCc1ccc(N2CCCC2=O)cc1)NC1CCCCC1 | -12.6
CCCN(CCC)CCCNS(=O)(=O)c1ccc2c(c1)oc(=O)n2C | 8.8
Nc1nc(N2CCCCC2)nc(N(c2ccccc2)c2ccccc2)n1 | -3.3
Cc1cc(=O)[nH]c(N2CCN(C(c3ccccc3)c3ccccc3)CC2)n1 | -12.2
C=CCOc1nc2c(c(=O)n(C)c(=O)n2C)n1Cc1c(Cl)cccc1Cl | -4.7
COc1ccccc1-c1cc(C(=O)NCCCn2ccnc2)no1 | -4.2
Cn1c(SCC(=O)N2CCOCC2)nnc1-c1cccc(NC(=O)c2ccccc2F)c1 | -3.9
COc1ccccc1NC1=NC2(CCCC2)N=C(N)N1 | 5.8
N#Cc1nc(-c2ccco2)oc1N1CCN(c2cccc(Cl)c2)CC1 | -2.3
O=C(Nc1ccc2c(c1)OCCO2)C1CCC1 | -11.8
CSc1ccccc1NC(=O)c1cnc2n(c1=O)CCS2 | 2.2
O=C(CSc1nnc(-c2ccco2)o1)NC1CC2CCC1C2 (stereo not given) | -16.1
CC(C)(C)n1nnnc1C(c1cccs1)N1CCN(Cc2ccccc2)CC1 (stereo not given) | -2.0
Cc1cc(C(F)(F)F)nc(SCC(=O)NC2=NC(=O)C(C)S2)n1 (stereo not given) | 0.2
O=C(c1ccc2c(c1)OCCO2)N1CCCCC1 | 3.3
COc1cc(C2Nc3cccc4cccc(c34)N2)cc(OC)c1O | 2.3
Cc1noc(C)c1C(=O)Nc1sc2c(c1C(N)=O)CCC2 | -10.0
Cc1ccc(SCCCn2cncn2)cc1 | -1.8
CCCNC(=O)CS(=O)(=O)Cc1nc(-c2cccc(OC)c2)oc1C | 6.4
COCCn1c(SCc2csc(-c3ccccc3)n2)nc2ccccc21 | 8.5
O=C1Nc2ccccc2C1(O)Cc1ccncc1 (stereo not given) | -21.4
COc1ccc(Cc2nc(-c3ccc(Br)cc3)no2)cc1 | 15.4
O=C(NC1CCCCCC1)C1CCN(S(=O)(=O)c2ccccc2)CC1 | -15.1
O=C(O)c1cccc(-n2nnnc2SCc2ccccn2)c1 | -18.1
CC(=O)Nc1ccc(NS(=O)(=O)c2ccc(Cl)c(C(=O)O)c2)cc1 | -10.7
Clc1ccc(Cl)c(-c2nn3c(COc4ccccc4)nnc3s2)c1 | -7.4
COc1ccccc1NC(=O)CNS(=O)(=O)c1ccccc1 | -15.9
Cc1cc(C)nc(N(C#N)CC(=O)N2CCC(C(N)=O)CC2)n1 | -3.6
Cc1ccc(OC(C)c2nnc(N)s2)cc1Cl (stereo not given) | -5.5
COc1ccc(CCC(=O)N2CC(C)OC(C)C2)cc1 (stereo not given) | -27.7
COCCn1c(=O)[nH]c2cc(C(=O)NCCCN3CCN(c4ccc(F)cc4)CC3)ccc2c1=O | -2.6
CCOCCCNC(=O)C(C)NS(=O)(=O)c1ccc(C)cc1 (stereo not given) | -16.5
CSc1ccc(-c2cc(=O)c3ccccc3o2)cc1 | -0.1
CC(=O)c1c(COC(=O)c2cccnc2)nc2ccccc2[n+]1[O-] | -16.9
CS(=O)(=O)Nc1nnc(Cc2ccccc2)s1 | 5.9
O=C(NCCNC(=O)C1CC2CCC1C2)C1CC2CCC1C2 (stereo not given) | -7.8
CCOC(=O)C1=C(C)NC(=O)NC1c1cc(C)sc1C (stereo not given) | -13.3
O=c1[nH]c(SCc2ccc(F)cc2)nc2c1cnn2-c1ccc(F)cc1 | 25.8
Cc1nc(NC(=O)c2ccccc2)sc1-c1csc(NCc2ccco2)n1 | -0.8
CCc1nnc(NC(=O)CSc2nnc(CSc3nc(C)cc(C)n3)n2CC)s1 | 8.6
O=C(c1ccccc1)c1ccc(CN2C(=O)c3ccccc3C2=O)o1 | -14.2
CN(C)S(=O)(=O)c1ccc(C(=O)Oc2ccccc2)cc1 | -20.4
CCc1c(C)sc(NC(=O)c2ccco2)c1C(=O)N1CCCCC1 | -23.0
O=C(CP(=O)(CO)CO)c1ccc(Cl)cc1 | 8.8
CC1=C(C(=O)OC2CCCCC2)C(c2cccnc2)n2ncnc2N1 (stereo not given) | -3.8
COc1ccccc1-c1nc(C#N)c(N2CCN(c3ccccc3)CC2)o1 | -0.7

Remaining list, next part.
SMILES | E coli WT inh
CCc1cc2c(NCCC(=O)O)nc(C)nc2s1 | 18.6
O=C(O)C1(NS(=O)(=O)c2ccc(F)c(Cl)c2)CCCCC1 | -14.4
COC(=O)CCC(=O)c1oc2ccc(Br)cc2c1N | -16.8
O=C(CSc1n[nH]c(-c2cccs2)n1)N1CCN(S(=O)(=O)c2ccccc2)CC1 | -0.8
CC1(C)CC(C(=O)Nc2nccs2)CCO1 (stereo not given) | -20.9
O=C(COc1cc(Cl)c(Cl)cc1Cl)NCCN1CCOCC1 | -15.5
CCOC(=O)C1CCCCN1Cc1ccccc1C(F)(F)F (stereo not given) | -1.7
CCC(Sc1nc2n[nH]c(C)c2c(=N)n1-c1cc(Cl)ccc1C)C(=O)N1CCOCC1 (stereo not given) | -0.8
COC(=O)c1c(NC(=O)CN2CCN(C(=O)c3ccco3)CC2)c2c(C)cccc2n1C | -14.7
O=C(Nc1cccnc1)c1cnn2cccnc12 | -5.1
COc1cc(NC(=O)CSCc2cnn(-c3ccccc3)c2-n2cccc2)cc(OC)c1 | 0.3
Cc1ccc(S(=O)(=O)N2CCC(C(=O)NCCN3CCCCCC3)CC2)cc1 | 1.1
O=C(CN1CCCN(S(=O)(=O)c2ccc(F)cc2)CC1)Nc1ccccc1Br | -0.7
Cc1ccc(NS(=O)(=O)c2ccc(CCC(=O)N3CCOCC3)cc2)cc1 | -26.4
O=S(=O)(c1cccc2cccnc12)n1cnc2ccccc21 | -2.3
O=C(CSc1nnc(-c2ccccc2Br)o1)Nc1cccc2ccccc12 | 2.7
CCc1c(C)c2ccc(OCC(=O)OC)cc2oc1=O | -8.2
CC(=O)O[C@H]1C[C@@H]2CC[C@@H]3[C@H](CC[C@@]4(C)[C@H]3C[C@H]([N+]3(C)CCCCC3)[C@@H]4OC(C)=O)[C@@]2(C)C[C@@H]1[N+]1(C)CCCCC1 | 4.8
COc1ccc(-c2nnc(SCC(=O)Nc3ccccc3OC)o2)cc1 | 3.6
CCOC(=O)c1sc(NC(=O)CSc2nnc(-c3ccco3)n2CC)c(C(=O)OCC)c1C | -3.5
CCOc1cc(C)nc(Oc2ccc(=O)[nH]n2)n1 | -2.0
O=C(Nc1ccc(-c2nc3ccccc3o2)cc1)c1ccc2c(c1)OCO2 | -16.1
COc1ccc(-c2nc3ccccc3s2)cc1O | 14.9
O=C(CSc1nc2ccccc2[nH]1)Nc1cc(C(F)(F)F)ccc1N1CCOCC1 | -21.3
CCCCOP(=O)(c1ccc(N(C)C)cc1)C(O)c1ccccc1F (stereo not given) | -18.7
Cc1cc(C)nc(SCc2nnc(SCc3ccccc3Cl)o2)n1 | -2.0
CNC(=O)CN(C1CCCCC1)S(=O)(=O)c1ccc(F)cc1 | -18.2
O=C(c1cc2n(n1)C(C(F)(F)F)CC(c1ccc(Cl)cc1)N2)N1CCCC1 (stereo not given) | 7.3
O=C(NCCC1=CCCCC1)C1CCN(S(=O)(=O)c2cccc3nsnc23)CC1 | -1.3
Cc1ccc2c(c1)N(CC(=O)Nc1ccc3c(c1)OCCO3)C(=O)CO2 | -6.2
COc1ccc(C(CNC(=O)CN2C(=O)NC3(CC(C)CC(C)(C)C3)C2=O)N2CCOCC2)cc1 (stereo not given) | 6.0
O=C(CSC1=NCCS1)NCc1ccco1 | 6.1
NC(=O)Cn1nnc(-c2ccc(C(F)(F)F)cc2)n1 | -12.0
CCN1CCN(S(=O)(=O)c2ccc(Br)s2)CC1 | -19.3
Cc1ccc(-c2cc(C(F)F)nc(NCC3CCCO3)n2)cc1 (stereo not given) | 13.5
CCOC(=O)/C(C#N)=C(/C)c1ccc(OC)cc1 | -1.9
c1ccc(-c2cnc(CSc3ncnc4sccc34)o2)cc1 | 5.4
Cc1cc(S(=O)(=O)NCC(C)C)ccc1OCC(=O)NCc1ccccn1 | 1.9
COc1ccc(Cl)cc1N(CC(=O)Nc1ccccc1C(=O)NCc1ccco1)S(C)(=O)=O | 1.1
CSCCC(NC(=O)c1ccco1)C(=O)OC(C)C(=O)NC(=O)NC1CCCCC1 (stereo not given) | 7.5
Cc1nc(-c2ccccc2)nc2[nH]c(=O)n(-c3ccccc3)c(=O)c12 | -20.8
O=C(Nc1sccc1C(=O)NCc1ccco1)c1cccnc1 | 4.4
CCOc1ccc(C2C=C(c3ccccc3)Nc3nnnn32)cc1 (stereo not given) | -24.1
CS(=O)(=O)NCCC1=CCCCC1 | -4.7
CC(=O)N(C)c1ccc(NC(=O)c2ccco2)cc1 | -17.7
CCCCc1nnc(NC(=O)C=C(C)C)s1 | -11.0
CC(=O)Nc1ccc(N2CCN(Cc3ccccc3F)CC2)cc1 | -2.5
CC(=O)Nc1ccc(OC(=O)c2cccnc2)cc1 | 7.6
CCOC(=O)CNC(=O)CSc1nc(NCc2ccccc2)nc(N(C)C)n1 | -23.0
CCOC(=O)c1c(C)oc2c1c(C=NCc1ccccn1)c(O)c1ccccc12 | -1.3
CCOc1cc(-c2cc(-c3ccc(N)cc3)nc(N)c2C#N)ccc1O | -22.6
CC(C)Oc1ccccc1C1CC(=O)Nc2cc3c(cc21)OCCO3 (stereo not given) | -6.3
CCOC(=O)N1CCN(C(=O)c2ccc(C#CC3(O)CCCCC3)cc2)CC1 | -1.9
COc1cc(NC(=O)c2cccs2)c(OC)cc1NC(=O)c1ccco1 | -29.0
Cc1c(C(=O)Nc2ccccc2)oc2c1C(=O)CC(C)(C)C2 | -16.7
O=C(O)CCc1ccc(-c2ccc(Br)cc2)n1Cc1ccco1 | -24.8
O=C(CCN1C(=O)COc2ccccc21)NCCCN1CCN(c2ccccc2F)CC1 | 3.7
CSc1nnnn1-c1cccc(O)c1 | -6.1
CCCn1c(=O)c2ccccc2n2c(SCCOc3ccccc3F)nnc12 | 6.3
C=CCn1c(COc2cccc3cccnc23)nnc1SCC(=O)O | 3.3

Some of these compounds in order of number of heavy atoms, high to low:
SMILES | E coli WT inh
CCOC(=O)c1c(C)oc2c1c(C=NCc1ccccn1)c(O)c1ccccc12 | -1.3
CCOC(=O)CNC(=O)CSc1nc(NCc2ccccc2)nc(N(C)C)n1 | -23.0
COc1cc(NC(=O)c2cccs2)c(OC)cc1NC(=O)c1ccco1 | -29.0
C=CCn1c(COc2cccc3cccnc23)nnc1SCC(=O)O | 3.3
CC(=O)Nc1ccc(N2CCN(Cc3ccccc3F)CC2)cc1 | -2.5
Cc1c(C(=O)Nc2ccccc2)oc2c1C(=O)CC(C)(C)C2 | -16.7

Carrying on:
SMILES | E coli WT inh
CCOC(=O)C1=C(C)NC(=O)NC1c1ccc(Br)s1 (stereo not given) | -2.5
COc1ccc(N2C(=O)CC(n3c(CCCCO)nc4ccccc43)C2=O)cc1 (stereo not given) | -11.7
Cc1cc(C)n(CCCNC(=O)c2ccc3c(c2)NC(=O)CS3)n1 | 21.5
O=C(O)Cn1nc2ccccc2n1 | 4.4
COC(=O)C1=C(C)NC(C)=C(C(=O)OC)C1c1ccccn1 | 1.2
COc1ccc(CCNC(=O)CSc2nnc(Cc3csc(N)n3)n2C)cc1OC | -18.6
COc1ccc(C(C(=O)NC2CCCCC2)N2CCC3(CC2)OCCO3)cc1 (stereo not given) | -2.9
O=C(O)C1CC(=O)N(c2ccc(F)cc2)C1 (stereo not given) | -21.3
CS(=O)(=O)N(CC(N)=O)c1ccc2c(c1)OCO2 | -2.1
CCC(C(=O)NC1CCCC1)N(Cc1ccco1)C(=O)Cn1nnc(-c2ccc(C)cc2)n1 (stereo not given) | 6.4
O=C(CSc1ncn(-c2ccccc2)n1)Nc1nc2ccccc2s1 | -18.6
NC(=O)c1sc2nc(N3CCCCC3)c3c(c2c1N)CCCC3 | -1.8
O=C(C1CCN(c2nnnn2-c2ccccc2)CC1)N1CCN(c2ccccc2)CC1 | 12.9
CN(C)c1nc(N)nc(-c2nc3ccccc3s2)n1 | -7.6
CC(=O)Nc1cccc(NC(=O)CSc2nnnn2C(C)C)c1 | -3.4
COC(=O)C1=C(CSc2nncn2C)NC(=O)NC1c1cc(C)ccc1C (stereo not given) | -18.9

Six of the compounds above, in markdown.
| canonical_smiles | E coli WT inh |
| --- | --- |
| O=C(CN1CCCN(S(=O)(=O)c2ccc(F)cc2)CC1)Nc1ccccc1Br | -0.7 |
| Cc1ccc(NS(=O)(=O)c2ccc(CCC(=O)N3CCOCC3)cc2)cc1 | -26.4 |
| O=S(=O)(c1cccc2cccnc12)n1cnc2ccccc21 | -2.3 |
| O=C(CSc1nnc(-c2ccccc2Br)o1)Nc1cccc2ccccc12 | 2.7 |
| CCc1c(C)c2ccc(OCC(=O)OC)cc2oc1=O | -8.2 |
| CC(=O)O[C@H]1C[C@@H]2CC[C@@H]3[C@H](CC[C@@]4(C)[C@H]3C[C@H]([N+]3(C)CCCCC3)[C@@H]4OC(C)=O)[C@@]2(C)C[C@@H]1[N+]1(C)CCCCC1 | 4.8 |
